Screening results: PubChem, Broad Institute
EWS-Fli block: inhibitors of EWS/Fli oncoprotein transcriptional activity | A673 NR0B1-luciferase reporter, viability-normalised | inhibition, % at 12.6 µM | 350,000 compounds, 0.67% hits | AID 651661;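 active = mean inhibition of at least 50% after viability correction, with every replicate also passing that limit; inconclusive = mean reaches 50% but only one of two replicates passes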;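 also: firefly luciferase signal divided by Alamar Blue viability fluorescence both relative to DMSO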
ERAP1 inh: blocks human ERAP1 aminopeptidase activity. 340,000 compounds, 0.15% hits. AID 652197. recombinant ERAP1, Leu-AMC fluorescence, 60 min. Q9NZ08. inhibition, % at 10.7 µM;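 active = mean replicate inhibition of at least 30%, or all replicates individually reaching that 30% level; inactive = mean below 30% and not every replicate reaching it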;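 also: 0% = neutral control wells and 100% = L-leucinethiol positive control wells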
Target sequence (Q9NZ08 whole entry, looked up): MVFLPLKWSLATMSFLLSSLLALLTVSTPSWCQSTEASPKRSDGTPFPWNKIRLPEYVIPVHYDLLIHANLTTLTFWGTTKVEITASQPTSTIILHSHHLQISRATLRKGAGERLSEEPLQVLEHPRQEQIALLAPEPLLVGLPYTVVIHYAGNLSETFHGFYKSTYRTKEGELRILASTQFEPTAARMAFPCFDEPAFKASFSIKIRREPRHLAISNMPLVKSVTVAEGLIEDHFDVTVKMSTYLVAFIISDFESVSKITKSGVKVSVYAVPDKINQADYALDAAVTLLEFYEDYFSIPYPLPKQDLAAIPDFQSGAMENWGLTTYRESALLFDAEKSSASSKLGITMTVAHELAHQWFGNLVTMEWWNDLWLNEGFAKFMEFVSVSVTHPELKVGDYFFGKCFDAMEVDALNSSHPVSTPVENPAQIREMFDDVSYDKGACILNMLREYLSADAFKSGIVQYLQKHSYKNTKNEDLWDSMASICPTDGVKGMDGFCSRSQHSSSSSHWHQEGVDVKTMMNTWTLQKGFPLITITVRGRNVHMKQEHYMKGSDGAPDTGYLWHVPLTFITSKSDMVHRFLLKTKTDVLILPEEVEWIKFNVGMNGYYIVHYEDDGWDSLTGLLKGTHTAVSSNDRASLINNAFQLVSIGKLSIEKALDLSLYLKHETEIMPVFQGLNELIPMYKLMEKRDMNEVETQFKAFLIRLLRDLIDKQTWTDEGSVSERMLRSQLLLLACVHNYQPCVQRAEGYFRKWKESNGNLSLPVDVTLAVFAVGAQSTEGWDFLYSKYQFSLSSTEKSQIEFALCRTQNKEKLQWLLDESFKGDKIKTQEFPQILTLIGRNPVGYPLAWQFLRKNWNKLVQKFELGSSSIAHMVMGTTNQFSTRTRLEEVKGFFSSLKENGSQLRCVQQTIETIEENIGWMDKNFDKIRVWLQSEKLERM
PglD DTNB: inhibitors of Campylobacter jejuni PglD acetyltransferase; purified PglD enzyme, DTNB colorimetric CoA detection; inhibition, % at 12.5 µM; 360,000 compounds, 0.098% hits; AID 602405; in the data active = inhibition above about 16%, passing the limit was not always enough; inconclusive = no clear call, values can overlap the other calls; also: strong numbers were not always called active
S100A4 MyoIIA: blocks human S100A4 binding to myosin IIA peptide | inhibition, % at 10.7 µM | 360,000 compounds, 0.14% hits | S100A4/TAMRA-MyoIIA peptide fluorescence polarization | P26447 | AID 652163;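 active = mean inhibition of at least 70% across replicates, with every replicate also reaching that level; inconclusive = mean inhibition reaches 70% but some replicates fall short; inactive = mean inhibition below 70%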
Target sequence (P26447 whole entry, looked up): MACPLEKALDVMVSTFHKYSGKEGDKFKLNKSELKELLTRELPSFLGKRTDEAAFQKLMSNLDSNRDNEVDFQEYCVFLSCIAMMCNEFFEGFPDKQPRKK
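Material: S100A4 monomer protein | Medium: HEPES pH 7.2 with CaCl2, KCl, NaCl, DTT, Triton | Reagent: Labelled myosin peptide probe, 5 nM | Doses: One dose per compound | Times: 5 min incubation before reading | Benchmarks: Neutral control DMSO, positive control TFP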
PGC1a acetyl inh: PGC1a acetylation modulation, inhibitor mode; inhibition, % at 15.6 µM; 350,000 compounds, 0.17% hits; U2OS PGC1a acetylation, AlphaScreen anti-acetyl-lysine; with virally co-expressed GCN5 acetyltransferase;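 active = every replicate shows inhibition of at least 40%; inconclusive = mean inhibition at least 40% but some replicate below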;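 also: 0% = neutral control wells and 100% = positive control wells; some results beyond the cut were filed as inactive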
FN deposition inh: fibronectin deposition inhibition; AH1F fibroblasts, Alexa488-fibronectin deposition fluorescence, overnight; inhibition, % at 12.6 µM; 350,000 compounds, 0.086% hits; AID 743247;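 active = mean inhibition across replicates of 30% or more, regardless of how many single replicates reach that level; inconclusive = mean under 30% yet at least half of replicates reach 30%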;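 also: positive control wells lacked labelled fibronectin entirely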
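material = AH1F fibroblast monolayer depositing Alexa488-labelled fibronectin into matrix | amount = 10000 AH1F cells/well | buffer or medium = DMEM plus 2% serum, read in PBS | incubation = 1 h cell adhesion before compound, then overnight fibronectin incubation | detection = fluorescence at 485 nm excitation, 525 nm emission | evaluation = percent inhibition as loss of matrix-bound fibronectin fluorescence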
PAX8 inh HTS: PAX8 transcriptional activity inhibition; RMG-I TPO-luciferase reporter, SteadyGlo, 24 h; inhibition, % at 12.6 µM; 360,000 compounds, 1.2% hits;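 active = mean replicate inhibition at least 60% with every replicate also reaching 60%; inconclusive = only one of the two criteria is met; inactive = mean below 60% and not all replicates reaching 60%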;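 also: luciferase light reporting Pax8 driven TPO promoter activity; plate controls were median of neutral control wells for no effect and mitoxantrone controls for full effect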
LGR2 inh: inhibitors of bursicon-induced Drosophila LGR2 receptor cAMP signaling; HEK293 LGR2, CRE-luciferase, bursicon-stimulated, 4 h; inhibition, % at 9.99 µM; 380,000 compounds, 0.35% hits;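 active = drop in luminescence signal, shown as inhibition above about 50% in the replicate tests, limit read from the data, passing the limit was not always enough; inconclusive = probably only some replicates passing the limit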;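 also: agonist challenge used bursicon conditioned medium at about half maximal strength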
* hit, by the source's call; ? = inconclusive; . = not tested or not shown.

SMILES	EWS-Fli block	ERAP1 inh	PglD DTNB	S100A4 MyoIIA	PGC1a acetyl inh	FN deposition inh	PAX8 inh HTS	LGR2 inh
Cn1c(=O)c2[nH]c(CCc3ccncc3)nc2n(C)c1=O	-6	0	-3	0	-14	10	-8	4
CC(C)(C)NCc1cccn1-c1sc2c(c1C#N)CCCC2	.	.	-1	.	-13	-3	-3	.
CCCCN(C)C(=O)C1CCN(Cc2ccccn2)CC1	.	-1	3	-1	46	.	.	.
CC(CN(C)Cc1ccccc1)OC(=O)c1ccccc1F (centres undefined)	.	.	6	.	2	-4	6	6
COc1ccc(Br)cc1S(=O)(=O)NNC(=O)c1c(C)nc2ccccn12	7	-6	.	0	-2	5	11	-20
Cc1nc(N2CCN(S(=O)(=O)c3ccccc3)CC2)c2c3c(sc2n1)CC(C)CC3 (centres undefined)	-2	3	-1	4	-23	.	.	-13
COc1ccc(C2CC(c3c(-c4ccccc4)c4cc(Cl)ccc4[nH]c3=O)=NN2C(=O)CCC(=O)O)cc1 (centres undefined)	5	16	.	3	2	-8	-1	-6
Cc1ccc2c(c1)c1nnc(SCC(=O)NC3CC3)nc1n2C	3	2	-5	-1	.	5	10	2
OC(c1ccccc1)c1nc(-c2cccc3cccnc23)cs1 (centres undefined)	-89	5	3	-6	0	3	-50	-17
O=C(NC1CCCCC1)N1CC2(C1)[C@@H](c1ccccc1)[C@@H](CO)N2S(=O)(=O)Cc1ccccc1	5	0	.	-2	-11	-3	5	14
COc1cccc(OC)c1OCCCOc1c(OC)cccc1OC	.	.	-5	.	-16	6	4	.
Cc1ccccc1CN(C)C(=O)[C@H](Cc1ccccc1)NC(=O)c1ccco1	-5	0	2	-6	1	-14	9	-8
O=C(O)CCCCCCNC(=O)c1cncc(O)c1	-6	2	10	-11	-2	-1	-11	-25
O=C(NCc1ccccc1)C(c1ccncc1)n1c(=O)c(-c2ccco2)nc2ccccc21 (centres undefined)	-5	-5	.	-6	.	-1	-40	-4
Cc1nc(-c2ccc(F)cc2)c(CC(=O)N(C)CC(=O)Nc2cccc(F)c2)s1	10	-9	-4	-4	.	14	2	4
O=C(Nc1ccc(F)cc1F)c1ccc(S(=O)(=O)N2CCCCC2)cc1	.	1	-1	-3	0	.	8	2
CCCC#Cc1cnc2c(c1)C(=O)N([C@H](C)CO)C[C@H](C)[C@@H](CN(C)C(=O)Cc1ccccc1)O2	4	-2	1	-16	4	-20	.	-16
CC1CN(C2=Nc3cccc4cccc2c34)CC(C)O1 (centres undefined)	-6	19	-3	-9	8	1	-13	-8
Cc1ccc(C(=O)Nc2ccc(-c3csc(C)n3)cc2)cc1	-40	-1	.	0	-23	-5	-75	-98
CCNC(=S)N1CCN(c2ncccn2)CC1	.	.	-3	.	-8	.	-21	11

Looked up by compound from the list above (2):
SMILES	EWS-Fli block	ERAP1 inh	PglD DTNB	S100A4 MyoIIA	PGC1a acetyl inh	FN deposition inh	PAX8 inh HTS	LGR2 inh
Cc1ccc2c(c1)c1nnc(SCC(=O)NC3CC3)nc1n2C	3	2	-5	-1	.	5	10	2
CCNC(=S)N1CCN(c2ncccn2)CC1	.	.	-3	.	-8	.	-21	11

Single records, as listed above.
CCCCN(C)C(=O)C1CCN(Cc2ccccn2)CC1 as listed: EWS-Fli block: .; ERAP1 inh: -1; PglD DTNB: 3; S100A4 MyoIIA: -1; PGC1a acetyl inh: 46; FN deposition inh: .; PAX8 inh HTS: .; LGR2 inh: .
Cc1ccc(C(=O)Nc2ccc(-c3csc(C)n3)cc2)cc1 as listed: EWS-Fli block: -40; ERAP1 inh: -1; PglD DTNB: .; S100A4 MyoIIA: 0; PGC1a acetyl inh: -23; FN deposition inh: -5; PAX8 inh HTS: -75; LGR2 inh: -98

New compounds follow.
SMILES	EWS-Fli block	ERAP1 inh	PglD DTNB	S100A4 MyoIIA	PGC1a acetyl inh	FN deposition inh	PAX8 inh HTS	LGR2 inh
CCc1nc2ccc(C(=O)NCCc3ccc(OC)c(OC)c3)cc2nc1CC	2	2	2	-10	4	6	-17	0
O=C(NC1CCCc2ccccc21)c1ccc(F)cc1F (centres undefined)	-4	0	-2	-1	-14	13	1	-7
CC(=N[C@@H]1CCCC[C@H]1N=C(C)c1ccccc1O)c1ccccc1O	8	0	.	-4	.	0	-5	11
COc1ccc(N2CC(C(=O)NCCc3ccc(Cl)cc3)CC2=O)c(OC)c1 (centres undefined)	1	4	-12	-10	-6	2	6	-16
N#Cc1ccc(-c2nc3c(Cl)cc(C(F)(F)F)cn3c2Cc2ccsc2)cc1	0	.	.	-1	.	-2	1	-14
CCOc1ccc(NC(=O)CN(C)C(=O)CCc2ccccc2Cl)cc1OCC	-3	0	1	-2	-5	-5	6	2
N#CCC(=O)NC(=O)NCC1CC1	-2	8	-7	2	.	7	-7	22
Cc1ccc(NC(=O)c2ccc(=O)[nH]n2)cc1C	-84	-1	4	2	4	-8	15	-28
O=C(Nc1cccc(Cl)c1)N[C@H]1CC[C@@H](CCNC(=O)C2CC2)O[C@H]1CO	-11	0	-3	8	4	-2	-3	17
O=C(COC(=O)c1ccccn1)NCc1ccccc1Cl	8	0	.	-5	.	4	42	-1
Cc1cc(C)nc(SCC(=O)NNC(=O)c2ccccc2C)n1	-6	0	1	-4	1	-8	2	13
CC(C)(C)C1CCC(=NNC(=O)C(=O)NCc2ccco2)CC1 (centres undefined)	19	6	.	7	.	.	1	-9
COc1ccccc1Nc1nc(-c2cccnc2)cs1	-114	-3	12	-2	6	-4	-153	-19
C[C@H]1CN([C@@H](C)CO)C(=O)c2cccc(N(C)C)c2O[C@@H]1CN(C)Cc1ccc(C(=O)Nc2ccccc2N)cc1	13	3	7	-3	-26	-2	20	-12
O=C(Nc1ccc2nc3n(c(=O)c2c1)CCCCC3)C(=O)N1CCN(c2ccc(F)cc2)CC1	-5	2	7	-2	2	-15	-6	6
O=C(Nc1nnc(C(F)(F)F)s1)c1c(F)cccc1F	-4	1	2	-1	.	5	0	4
O=C1c2ccccc2C(=O)N1CN(C(=O)COc1ccccc1)c1ccc(F)cc1	1	-2	-4	-6	-2	0	-7	3
CCCNC(=S)Nc1ccc(Cl)cc1Cl	38	-2	.	-3	.	.	-13	21
O=C(NCCC1=CCCCC1)C1CCN(S(=O)(=O)c2ccccc2C(F)(F)F)CC1	6	-1	.	-4	.	13	8	-4
CCN(CC)S(=O)(=O)c1ccc(/C=C/C(=O)OCC(=O)NC(=O)C2COc3ccccc3O2)cc1 (centres undefined)	-14	0	.	1	.	3	-14	9
Cc1nnsc1C(=O)N1CCCC(Nc2ccc(F)c(F)c2)C1 (centres undefined)	.	2	4	-6	14	0	-8	-6
CCC1CCCCN1C(=O)COC(=O)COc1ccc(Br)cc1 (centres undefined)	1	3	2	-1	0	1	-2	8
C[C@H](CO)N1C[C@H](C)[C@H](CN(C)C(=O)Nc2ccc(C(F)(F)F)cc2)Oc2ccc(NS(=O)(=O)c3ccc(F)cc3)cc2C1=O	-15	1	2	3	3	.	-17	-16
CCOC(=O)C1CCCN(CCSc2ccc(C)cc2)C1 (centres undefined)	-10	-1	1	-2	3	-10	-2	-5
CCNC(=O)C1(C)CCCN(C(=O)c2c(C)noc2C)C1 (centres undefined)	5	-1	3	3	1	1	-7	-5
CSc1ccc(C(=O)C2CCCN(S(=O)(=O)c3c(C)noc3C)C2)cc1 (centres undefined)	10	.	-2	14	.	3	21	1
N#C/C(=C\c1ccccc1O)C(=O)Nc1ccccn1	9	7	2	-2	-12	5	18	-6
COc1cc2c(cc1OC)[C@@H](Cc1ccc(OCCC#N)cc1)N(C)CC2	0	0	5	-8	-3	-15	-24	-10
Cc1ccc(NC(=O)CN(C)C(=O)c2ccccc2OCc2c(C)noc2C)cc1	-16	3	0	2	-6	8	-26	14
CCOC(=O)N1CCN(C(=O)C2CCC(=O)N(Cc3cccc(C(F)(F)F)c3)C2)CC1 (centres undefined)	-2	-2	-2	-7	.	1	9	0
COc1ccc2c(C)cc(SCC#N)nc2c1	4	3	0	-7	.	.	.	-3
CCS(=O)(=O)N1CCN=C1SC(C)c1ccccc1 (centres undefined)	.	-1	2	0	11	5	-6	4
N#C/C(=C/C1=C(N2CCOCC2)C(=C/c2ccc(Cl)cc2Cl)/CC1)C(=O)Nc1ccccc1F	2	1	.	40	.	.	1	.
O=C(O)c1cc(-c2cccnc2)nc2ccc(Br)cc12	-1	10	1	1	.	-9	10	0
N#C/C(=N\Nc1ccccc1Cl)C(=O)c1ccccc1	.	.	-1	.	-12	-3	-3	.
Cn1cnc2c(=O)sc3ccccc3c21	-6	7	1	4	15	-1	-13	-1
CC(=O)c1ccccc1NC(=O)COC(=O)C1COc2ccccc2O1 (centres undefined)	4	0	-4	1	-3	-13	-5	12
COC(=O)c1ccc(Oc2ccc(S(=O)(=O)N3CCCCC3)cc2N)cc1	-14	1	-1	-6	.	-7	8	-18
C=CCSc1nnc(NC(=O)c2nc(SCC)ncc2Cl)s1	16	1	.	5	5	.	.	-8
Cc1csc(NC(=O)c2ccc(Cl)nc2)n1	-92	-1	3	-5	.	3	-77	-42
COc1ccc(N2CC(NS(=O)(=O)c3ccc4ccccc4c3)CC2=O)cc1OC (centres undefined)	-8	0	.	0	4	3	11	-24
O=C(CN(c1ccccc1)S(=O)(=O)c1ccc(F)cc1)NC1CCCCCC1	0	1	-3	-7	.	.	3	6
CCOC(=O)C1CCN(C(=O)c2cc3cc(F)ccc3[nH]2)CC1	9	-5	6	0	-4	0	4	-28
Cc1ccc(O)c(NC(=O)c2cc(-c3cccs3)on2)c1	-16	5	-1	-5	-7	-2	-117	-127
Cc1cccc(C(=O)C2CCN(S(=O)(=O)c3cccc(C(=O)O)c3)CC2)c1	7	-5	1	-2	.	3	2	3
Cc1ccc(NC(=O)CN2CCN(C(=O)C3CCCO3)CC2)c(C)c1 (centres undefined)	-2	4	2	0	.	-2	14	-1
O=C(N/N=C/c1ccc(OC(F)F)cc1)c1cccc(S(=O)(=O)N2CCOCC2)c1	-4	0	.	-3	1	.	10	7
O=c1c2ccccc2nnn1Cc1ccc2ccccc2c1	-33	-1	.	1	1	.	-26	-18
CC1=NNC(=O)/C1=C\c1cn(-c2ccccc2)nc1-c1ccc(Cl)cc1	50	0	0	1	-22	.	.	?
O=C(C[C@H]1CC[C@@H]2[C@H](COC[C@H](O)CN2C(=O)Nc2ccc(C(F)(F)F)cc2)O1)NCC1CC1	-6	1	1	23	2	-4	7	.
CCCC(=O)N1CC2(C1)CN(C(=O)CC)[C@H](CO)c1c2c2ccc(OC)cc2n1C	11	5	.	-4	4	.	-9	-9
COc1ccc(-c2cnc3c(c2)C(=O)N([C@@H](C)CO)C[C@H](C)[C@@H](CN(C)Cc2ccc(C(=O)O)cc2)O3)cc1	-31	0	0	-7	1	.	20	16
CC(=O)N1C[C@H]2[C@@H](c3ccccc31)[C@@H](CO)N2C(=O)c1ccc(F)cc1	0	1	3	-32	4	.	-37	0
CCOC(=O)C1=C(COC(=O)c2cc(OC)c(OC)cc2[N+](=O)[O-])NC(=O)NC1C (centres undefined)	-6	-3	1	-1	.	12	4	-35

Looked up above.
`Cc1ccc(NC(=O)CN2CCN(C(=O)C3CCCO3)CC2)c(C)c1` (centres undefined) @ PAX8 inh HTS = 14
`O=c1c2ccccc2nnn1Cc1ccc2ccccc2c1` @ LGR2 inh = -18
